Bioassay records deposited in PubChem BioAssay by several laboratories.
Hsp70 act – transcriptional activators of Hsp70. 200,000 compounds, 0.04% hits. activation, % at 10 µM. HeLa Hsp70 promoter luciferase reporter, luminescence; scaled: vehicle 0, proteasome-inhibitor control 100%;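 active = activation above the mean across all tested compounds plus 3 SD, cutoff set per campaign, cut at about 5.5% in these data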;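 note: 100% = MG132 at 30 µM as the positive control and 0% = DMSO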
APP 5UTR inh – APP translation inhibition | SH-SY5Y APP 5'UTR-luciferase reporter, luminescence | inhibition, % at 2 µM | 190,000 compounds, 0.82% hits | AID 1285;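 active = inhibition above a set limit, derived from the sample mean plus 3 SD, cut at about 45% in these data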; note: values of inactives mirror those of a sister screen read the other way
APP 5'UTR act – APP 5'UTR luciferase reporter activation; SH-SY5Y APP 5'UTR luciferase reporter, luminescence; zero percent = DMSO vehicle wells; activation, % at 2 µM; 190,000 compounds, 1% hits; AID 1276;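 active = activation above a set limit, based on mean plus 3 SD of controls, cut at about 140% in these data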; note: values of inactives mirror those of a sister screen read the other way
STAT1 act – activators of IFN-gamma induced STAT1 signaling; AID 932; NIH 3T3 STAT1-luciferase reporter, luminescence; 100% = IFN-gamma alone, no compound; 200,000 compounds, 2.6% hits; activation (% of control), % at 5.5 µM;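 active = activation above the screen-wide mean activation plus 3 SD, cut at about 130% in these data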;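 note: raw ratio to IFN-gamma control signal so 100% means no change and 0% no light; values of inactives mirror those of a sister screen read the other way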
FLuc act counter – affects firefly luciferase, flagging false hits in luciferase stimulation screens. 200,000 tested, under 10 active. ATPlite luciferase biochemical, luminescence, 10 min; 0 = ATP-free wells, 1 = DMSO control. activation factor at 10 µM;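 active = luciferase activation factor, scaled between plate controls, of at least 2 with compound at 10 µM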
Target sequence (P08659 whole entry, looked up): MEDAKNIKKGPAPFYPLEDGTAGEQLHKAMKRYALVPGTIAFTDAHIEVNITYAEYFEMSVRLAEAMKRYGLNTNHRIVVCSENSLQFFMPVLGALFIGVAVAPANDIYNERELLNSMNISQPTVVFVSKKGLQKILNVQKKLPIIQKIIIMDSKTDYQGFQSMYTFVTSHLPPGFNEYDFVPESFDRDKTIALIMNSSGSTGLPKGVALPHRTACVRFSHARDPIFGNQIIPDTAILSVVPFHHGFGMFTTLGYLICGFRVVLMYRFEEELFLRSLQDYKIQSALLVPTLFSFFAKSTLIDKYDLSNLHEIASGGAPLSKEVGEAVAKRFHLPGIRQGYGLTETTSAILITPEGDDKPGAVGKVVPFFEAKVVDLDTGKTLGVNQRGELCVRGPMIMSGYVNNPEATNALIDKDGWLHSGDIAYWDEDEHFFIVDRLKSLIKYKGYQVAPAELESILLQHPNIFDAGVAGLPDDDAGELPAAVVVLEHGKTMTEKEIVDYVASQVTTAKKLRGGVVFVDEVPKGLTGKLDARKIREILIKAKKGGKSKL
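Assay system – cell-free luciferase reagent · Medium – PBS-based ATP solution · Dosing – test compounds dosed from 2 mM stocks in 100% DMSO · Timing – 10 min, room temperature · Technique – light output (luminescence) · Measure – luminescence gain marking luciferase activators · Controls – No-ATP low control, compound-free enzyme-plus-ATP high control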
FLuc inh counter – inhibits firefly luciferase, flagging false hits in luciferase inhibition screens | P08659 | ATPLite firefly luciferase biochemical luminescence, 10 min | inhibition, % at 10 µM | 200,000 compounds, 1.5% hits;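 active = inhibition above about 50% when tested at 10 µM, limit read from the data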
Efa HMGR inh – E. faecalis class II HMG-CoA reductase inhibition | purified E. faecalis HMGR, NADPH absorbance 340 nm kinetic | inhibition, % at 10 µM | 190,000 compounds, 0.41% hits | AID 1066;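 active = inhibition above a set limit, the median over all tested compounds plus 3 SD, cut at about 9.5% in these data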;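 note: enzyme runs in reverse so mevalonate oxidation gives rising NADPH absorbance; 0% = complete reaction with DMSO and 100% = background rate lacking mevalonate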
NF-kB expr up – NF-kB expression increase, human neuronal cells; NF-kB reporter expression; active compounds read high; 190,000 compounds, 1.6% hits; fold change at 12.5 µM; in the data active = fold change above about 3.3
Redox H2O2 prof – compounds producing H2O2 with reducing agent – biochemical, NIH compound library profiling, artefact control for MLSCN library redox annotation, primary screen; 200,000 compounds, 0.03% hits; DTT-dependent redox cycling H2O2, phenol red/HRP absorbance; 100% = 100 µM peroxide control, 0% = buffer; AID 878; activation, % at 10 µM;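 active = activation of at least 50% relative to the plate's high and low controls in the primary single-dose screen; inactive = activation below 50%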;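 note: compound incubated with DTT at 0.8 mM final as the reducing agent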
G6PDH CS – counter-screen for G6PDH assay hits: L. mesenteroides G6PDH inhibition; Purified L. mesenteroides G6PDH, diaphorase/resazurin coupled fluorescence, 45 min; AID 1020; inhibition, % at 5 µM; 200,000 compounds, 0.12% hits; in the data active = inhibition above about 50%
Starred values were filed as active, the others as inactive.

What do the screens show for `CCc1ccc(NC(=O)C(C)OC(=O)c2ccc(NS(=O)(=O)c3ccc(C)c([N+](=O)[O-])c3)cc2)cc1` (configuration not stated)?
Hsp70 act: -0.3; APP 5UTR inh: 9; APP 5'UTR act: -9; STAT1 act: 102; FLuc act counter: 1; FLuc inh counter: -2; Efa HMGR inh: 4; NF-kB expr up: 0.32; Redox H2O2 prof: 0.2; G6PDH CS: 12

How did CCN(CC)S(=O)(=O)c1ccc(S(=O)(=O)N2CCCC2)cc1 do in these assays?
Hsp70 act: -0.3; APP 5UTR inh: -17; APP 5'UTR act: 17; STAT1 act: 103; FLuc act counter: 1; FLuc inh counter: -1; Efa HMGR inh: 9.9*; NF-kB expr up: 1.2; Redox H2O2 prof: 0.5; G6PDH CS: 7

What do the screens show for `CSCCC(NC(=O)c1ccc(C(C)(C)C)cc1)C(=O)O` (configuration not stated)?
Hsp70 act: -0.4; APP 5UTR inh: 6; APP 5'UTR act: -6; STAT1 act: 98; FLuc act counter: 0.9; FLuc inh counter: 7; Efa HMGR inh: -5; NF-kB expr up: 0.99; Redox H2O2 prof: -0.4; G6PDH CS: -1

What do the screens show for `CC(C)NC(=O)NC(=O)COC(=O)c1cc[n+]([O-])cc1`?
Hsp70 act: -0.3; APP 5UTR inh: 16; APP 5'UTR act: -16; STAT1 act: 103; FLuc act counter: 1; FLuc inh counter: 0; Efa HMGR inh: 0; NF-kB expr up: 1; Redox H2O2 prof: 0.1; G6PDH CS: 8

What do the screens show for `CCOC(=O)C1CCN(C(=O)CSC2=NCCS2)CC1`?
Hsp70 act: 0.1; APP 5UTR inh: 15; APP 5'UTR act: -15; STAT1 act: 102; FLuc act counter: 1; FLuc inh counter: -1; Efa HMGR inh: 2; NF-kB expr up: 1.5; Redox H2O2 prof: 0.8; G6PDH CS: 12

How did COc1cc(NS(=O)(=O)c2cc(C)ccc2OC)c(OC)cc1Cl do in these assays?
Hsp70 act: -0.3; APP 5UTR inh: -1; APP 5'UTR act: 1; STAT1 act: 100; FLuc act counter: 1; FLuc inh counter: -4; Efa HMGR inh: -11; NF-kB expr up: 0.98; Redox H2O2 prof: 0.1; G6PDH CS: 3

How did O=S(=O)(c1ccc2c(c1)OCCO2)N1CCC(c2nc3ccccc3[nH]2)CC1 do in these assays?
Hsp70 act: -0.3; APP 5UTR inh: -10; APP 5'UTR act: 10; STAT1 act: 99; FLuc act counter: 1; FLuc inh counter: -4; Efa HMGR inh: -5; NF-kB expr up: 0.94; Redox H2O2 prof: -0.2; G6PDH CS: 11

How did O=C(O)c1cccc(NC(=O)c2cc(-c3cccc(Cl)c3)nc3ccccc23)c1 do in these assays?
Hsp70 act: -0.1; APP 5UTR inh: -21; APP 5'UTR act: 21; STAT1 act: 121; FLuc act counter: 1; FLuc inh counter: -3; Efa HMGR inh: -4; NF-kB expr up: 1.5; Redox H2O2 prof: 0.1; G6PDH CS: -4

How did COc1ccccc1N1CCN(CC(=O)Nc2ccc(CN3CCCCC3)cc2)CC1 do in these assays?
Hsp70 act: 0.0; APP 5UTR inh: -3; APP 5'UTR act: 3; STAT1 act: 99; FLuc act counter: 1.1; FLuc inh counter: -8; Efa HMGR inh: 2; NF-kB expr up: 0.98; Redox H2O2 prof: -0.2; G6PDH CS: 1

Results for O=C(c1ccc(Cl)cc1)C1CCN(C(=O)C2CC2)CC1 ?
Hsp70 act: -0.1; APP 5UTR inh: 4; APP 5'UTR act: -4; STAT1 act: 105; FLuc act counter: 1; FLuc inh counter: -4; Efa HMGR inh: -3; NF-kB expr up: 1.1; Redox H2O2 prof: 0.4; G6PDH CS: 3

How did O=[N+]([O-])c1ccc2nc(SCc3ccccc3Cl)sc2c1 do in these assays?
Hsp70 act: -0.2; APP 5UTR inh: -4; APP 5'UTR act: 4; STAT1 act: 98; FLuc act counter: 1.1; FLuc inh counter: -6; Efa HMGR inh: 0; NF-kB expr up: 1.1; Redox H2O2 prof: -4.8; G6PDH CS: 3

How did CCOC(=O)c1ccc(Nc2cc(C)nc(C)c2C(=O)OCC)cc1 do in these assays?
Hsp70 act: 0.1; APP 5UTR inh: 17; APP 5'UTR act: -17; STAT1 act: 102; FLuc act counter: 1; FLuc inh counter: -4; Efa HMGR inh: -10; NF-kB expr up: 1.1; Redox H2O2 prof: 0.2; G6PDH CS: 10

Results for CCCC(=O)C1=C(O)C(C(=O)OC)C(C)(C)CC1=NC(C)C (configuration not stated) ?
Hsp70 act: -0.1; APP 5UTR inh: -6; APP 5'UTR act: 5; STAT1 act: 105; FLuc act counter: 1.1; FLuc inh counter: -8; Efa HMGR inh: 1; NF-kB expr up: 0.99; Redox H2O2 prof: 0.7; G6PDH CS: 7

Results for COc1ccc(C2CC(=O)c3cnc(N4CCN(Cc5ccccc5)CC4)nc3C2)cc1 (configuration not stated) ?
Hsp70 act: -0.2; APP 5UTR inh: 13; APP 5'UTR act: -13; STAT1 act: 96; FLuc act counter: 1; FLuc inh counter: 4; Efa HMGR inh: 3; NF-kB expr up: 0.71; Redox H2O2 prof: -0.6; G6PDH CS: -33

Results for CC(C)(C)c1cc(=O)[nH]c(SCc2ccccc2Cl)n1 ?
Hsp70 act: -0.3; APP 5UTR inh: -9; APP 5'UTR act: 9; STAT1 act: 87; FLuc act counter: 1.1; FLuc inh counter: -8; Efa HMGR inh: -1; NF-kB expr up: 1.1; Redox H2O2 prof: -1.8; G6PDH CS: 9

How did COc1ccc(N2CCc3c(C)nc(SC)nc32)cc1 do in these assays?
Hsp70 act: -0.2; APP 5UTR inh: 3; APP 5'UTR act: -3; STAT1 act: 105; FLuc act counter: 1; FLuc inh counter: -4; Efa HMGR inh: -4; NF-kB expr up: 1.2; Redox H2O2 prof: -0.2; G6PDH CS: 6

What do the screens show for `COc1cc(/C=C/C(=O)OCC(=O)c2c[nH]c3ccccc23)ccc1OC(F)F`?
Hsp70 act: -0.2; APP 5UTR inh: 14; APP 5'UTR act: -14; STAT1 act: 96; FLuc act counter: 1; FLuc inh counter: -2; Efa HMGR inh: -9; NF-kB expr up: 1.1; Redox H2O2 prof: 0.0; G6PDH CS: -33

What do the screens show for `CCn1c(SCC(=O)NCc2cccs2)nnc1-c1ccncc1`?
Hsp70 act: -0.2; APP 5UTR inh: -5; APP 5'UTR act: 5; STAT1 act: 102; FLuc act counter: 1.1; FLuc inh counter: -6; Efa HMGR inh: -6; NF-kB expr up: 1.4; Redox H2O2 prof: 2.8; G6PDH CS: 5

Results for C=CCn1c(CCNC(=O)c2ccc(Cl)c(Cl)c2)nnc1SCCOc1ccc(OC)cc1 ?
Hsp70 act: 0.0; APP 5UTR inh: 17; APP 5'UTR act: -17; STAT1 act: 96; FLuc act counter: 1; FLuc inh counter: -5; Efa HMGR inh: -4; NF-kB expr up: 0.6; Redox H2O2 prof: 0.8; G6PDH CS: 12

How did Cn1nc(C(F)(F)F)c(/C=N/OC(=O)c2ccccc2Cl)c1SCc1ccccc1Cl do in these assays?
Hsp70 act: -0.3; APP 5UTR inh: 2; APP 5'UTR act: -2; STAT1 act: 100; FLuc act counter: 1.1; FLuc inh counter: -6; Efa HMGR inh: -5; NF-kB expr up: 0.63; Redox H2O2 prof: 12; G6PDH CS: -26

How did COc1ccc2[nH]c3c(=O)n(Cc4ccco4)cnc3c2c1 do in these assays?
Hsp70 act: -0.2; APP 5UTR inh: -7; APP 5'UTR act: 7; STAT1 act: 109; FLuc act counter: 1; FLuc inh counter: 1; Efa HMGR inh: 0; NF-kB expr up: 1.6; Redox H2O2 prof: 0.6; G6PDH CS: 0

Results for O=C(CC(=O)N/N=C\c1cccc(Cl)c1Cl)NCc1ccccc1 ?
Hsp70 act: -0.5; APP 5UTR inh: 16; APP 5'UTR act: -15; STAT1 act: 97; FLuc act counter: 1.1; FLuc inh counter: -7; Efa HMGR inh: -7; NF-kB expr up: 1; Redox H2O2 prof: 0.1; G6PDH CS: -13

What do the screens show for `CCn1c(/C=C/N(C(C)=O)c2ccccc2)[n+](CCCS(=O)(=O)[O-])c2cc(Cl)c(Cl)cc21`?
Hsp70 act: -0.2; APP 5UTR inh: 13; APP 5'UTR act: -13; STAT1 act: 97; FLuc act counter: 1; FLuc inh counter: -5; Efa HMGR inh: -5; NF-kB expr up: 1; Redox H2O2 prof: 11; G6PDH CS: 8

What do the screens show for `COc1ccc(N/C=C\C(=O)c2ccc3c(c2)OCO3)cc1`?
Hsp70 act: 0.1; APP 5UTR inh: -75; APP 5'UTR act: 75; STAT1 act: 112; FLuc act counter: 0.1; FLuc inh counter: 89*; Efa HMGR inh: -2; NF-kB expr up: 8.4*; Redox H2O2 prof: -0.5; G6PDH CS: 1

Three structures out of the list, ordered by molecular weight, low to high:
How did COc1ccc(N2CCc3c(C)nc(SC)nc32)cc1 do in these assays?
Hsp70 act: -0.2; APP 5UTR inh: 3; APP 5'UTR act: -3; STAT1 act: 105; FLuc act counter: 1; FLuc inh counter: -4; Efa HMGR inh: -4; NF-kB expr up: 1.2; Redox H2O2 prof: -0.2; G6PDH CS: 6

Results for O=C(CC(=O)N/N=C\c1cccc(Cl)c1Cl)NCc1ccccc1 ?
Hsp70 act: -0.5; APP 5UTR inh: 16; APP 5'UTR act: -15; STAT1 act: 97; FLuc act counter: 1.1; FLuc inh counter: -7; Efa HMGR inh: -7; NF-kB expr up: 1; Redox H2O2 prof: 0.1; G6PDH CS: -13

What do the screens show for `COc1cc(/C=C/C(=O)OCC(=O)c2c[nH]c3ccccc23)ccc1OC(F)F`?
Hsp70 act: -0.2; APP 5UTR inh: 14; APP 5'UTR act: -14; STAT1 act: 96; FLuc act counter: 1; FLuc inh counter: -2; Efa HMGR inh: -9; NF-kB expr up: 1.1; Redox H2O2 prof: 0.0; G6PDH CS: -33

Additional structures:
How did Cc1cccc2nc(CSc3nc4[nH]ncc4c(=O)n3-c3cccc(Cl)c3)cc(=O)n12 do in these assays?
Hsp70 act: -0.6; APP 5UTR inh: -1; APP 5'UTR act: 1; STAT1 act: 104; FLuc act counter: 1.1; FLuc inh counter: -5; Efa HMGR inh: 5; NF-kB expr up: 0.51; Redox H2O2 prof: 0.1; G6PDH CS: 2

Results for CCOC(=O)c1c(NC(=O)C2CCCO2)sc2c1CCC2 (configuration not stated) ?
Hsp70 act: -0.3; APP 5UTR inh: 17; APP 5'UTR act: -17; STAT1 act: 101; FLuc act counter: 1.1; FLuc inh counter: -8; Efa HMGR inh: -2; NF-kB expr up: 1.1; Redox H2O2 prof: 0.1; G6PDH CS: 5

What do the screens show for `O=C(O)[C@H](CSCc1ccccc1)NS(=O)(=O)c1ccc(F)cc1`?
Hsp70 act: -0.2; APP 5UTR inh: 10; APP 5'UTR act: -10; STAT1 act: 92; FLuc act counter: 1; FLuc inh counter: 0; Efa HMGR inh: -5; NF-kB expr up: 1.2; Redox H2O2 prof: 0.0; G6PDH CS: 8

What do the screens show for `O=C(CCN1C(=O)c2ccccc2C1=O)NCCC1=CCCCC1`?
Hsp70 act: -0.2; APP 5UTR inh: -8; APP 5'UTR act: 8; STAT1 act: 91; FLuc act counter: 1.1; FLuc inh counter: -8; Efa HMGR inh: -4; NF-kB expr up: 1.3; Redox H2O2 prof: 0.1; G6PDH CS: 9
